Source: PubChem (several laboratories)
PP5 inh: PP5 phosphatase inhibitors, primary screen, biochemical, fluorescence; purified PP5c, OMFP substrate fluorescence; inhibition, % at 6.7 µM; actives 0.18% (n = 320,000); AID 1987, 2009;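 active = inhibition above the campaign's mean inhibition across all tested compounds plus 3 SD, cut at about 9.5% in these data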;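 note: 0% = DMSO only and 100% = 100 µM cantharidin control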
Target sequence (P53041 whole entry, looked up): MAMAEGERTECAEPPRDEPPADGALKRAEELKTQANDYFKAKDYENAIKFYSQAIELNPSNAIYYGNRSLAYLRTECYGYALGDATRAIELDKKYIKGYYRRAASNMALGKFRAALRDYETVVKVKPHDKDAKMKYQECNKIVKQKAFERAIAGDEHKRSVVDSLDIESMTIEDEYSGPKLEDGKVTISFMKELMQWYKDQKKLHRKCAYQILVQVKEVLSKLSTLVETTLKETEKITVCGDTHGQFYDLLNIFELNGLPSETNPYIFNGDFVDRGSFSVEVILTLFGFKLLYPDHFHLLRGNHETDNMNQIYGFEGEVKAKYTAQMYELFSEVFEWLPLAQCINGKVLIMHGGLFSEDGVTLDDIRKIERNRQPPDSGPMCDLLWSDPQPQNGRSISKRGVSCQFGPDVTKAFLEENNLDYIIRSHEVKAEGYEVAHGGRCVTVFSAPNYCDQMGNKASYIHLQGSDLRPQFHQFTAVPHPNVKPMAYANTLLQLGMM
core dimer inh: inhibitors of HCV core protein dimerization, primary screen, biochemical, TR-FRET, high-throughput | inhibition, % at 5 µM | actives 0.33% (n = 300,000) | TR-FRET GST/Flag-core106 dimerization, 1536-well | AID 1899, 2009;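 active = inhibition above the mean of all tested compounds plus 3 SD, set per screening campaign, cut at about 45% in these data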
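Material: Tagged HCV core106 pair (GST and Flag) | Amount: GST-core106 13.5 nM, Flag-core106 17 nM | Medium: KF-containing HEPES buffer, pH 7.45, DTT, CHAPS, BSA | Reagent: Eu donor and XL665 acceptor anti-tag antibodies | Schedule: 4 h at 22.5 °C | Technique: Time-resolved FRET, ex 340 nm, em 617 and 671 nm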
EBNA-1 inhibitor: EBNA-1 DNA-binding inhibitors, primary screen, biochemical, fluorescence polarization. inhibition, % at 14.8 µM. actives 0.34% (n = 300,000). AID 1950, 2009; in the data active = inhibition above about 28%
ZTA DNA inh: blocks Epstein-Barr virus ZTA, an EBNA-1 counter-screen; P03206; actives 0.15% (n = 320,000); inhibition, % at 11 µM; ZTA-DNA binding, fluorescence polarization; in the data active = inhibition above about 33%
Target sequence (P03206 whole entry, looked up): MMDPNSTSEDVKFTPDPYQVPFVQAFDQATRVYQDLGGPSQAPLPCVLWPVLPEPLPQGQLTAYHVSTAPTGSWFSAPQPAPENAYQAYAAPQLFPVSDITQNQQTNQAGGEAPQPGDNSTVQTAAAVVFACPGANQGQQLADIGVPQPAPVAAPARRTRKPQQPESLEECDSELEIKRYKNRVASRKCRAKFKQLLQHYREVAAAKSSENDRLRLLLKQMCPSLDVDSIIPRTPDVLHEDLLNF
PREPL inh: PREPL enzyme inhibitors, primary screen, biochemical, fluorescence polarization | Prolyl endopeptidase-like (Homo sapiens), Q4J6C6 | recombinant PREPL, fluorescence polarization activity-based probe | inhibition, % at 5.96 µM | actives 0.68% (n = 320,000); in the data active = inhibition above about 43%;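 note: 0% = enzyme with DMSO and 100% = wells lacking enzyme; many of its hits are not listed in these tables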
Efflux pump mplx: inhibitors of Candida efflux pumps in yeast, primary screen, S. cerevisiae, Nile Red, multiplex; S. cerevisiae Candida pump triplex; inhibition, % at 10 µM; actives 0.44% (n = 330,000); AID 485275, 2010;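 active = plate passing quality check with inhibition over a set limit, or well fluorescence over plate mean plus 4 SD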;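 note: Nile Red retained in pooled yeast measured as flow cytometry median fluorescence; 0% = buffer negative control and 100% = Enniatin B positive control; higher means more Nile Red kept so more efflux inhibition; some compounds called inactive have numbers as strong as hits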
PP1 counter: PP1-alpha phosphatase inhibitors, primary screen, counter-screen for PP5 inhibitor project, biochemical, fluorescence, OMFP substrate, single point. Serine/threonine-protein phosphatase PP1-alpha catalytic subunit (Homo sapiens), P62136. inhibition, % at 6.7 µM. purified PP1alpha. actives 0.9% (n = 320,000). AID 2235, 2010;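 active = inhibition above the mean inhibition of all tested compounds plus 3 SD, computed separately for each screening campaign, cut at about 15% in these data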
Fh CTSL1 inh: Fasciola hepatica cathepsin L1 inhibitors, primary screen, counter-screen for PFM18AAP inhibitor project, biochemical, QFRET, fluorogenic peptide substrate. inhibition, % at 5.96 µM. actives 0.49% (n = 300,000). recombinant F. hepatica cathepsin L1, Z-Leu-Arg-MCA fluorescence;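 active = inhibition above the mean of all tested compounds plus 3 SD, set per screening campaign, cut at about 17% in these data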;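 note: 0% = plate median of test compound wells and 100% = 1 µM Z-Phe-Ala-diazomethylketone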
TPT1 inhibitor: Candida albicans TPT1 enzyme inhibitors, primary screen, biochemical, fluorescence polarization; tRNA 2'-phosphotransferase TPT1 (Candida albicans SC5314); inhibition, % at 5 µM; actives 0.81% (n = 300,000); AID 1962, 2009; recombinant caTPT1, FP RNA substrate dephosphorylation;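 active = inhibition above the mean of all tested compounds plus 3 SD, set per screening campaign, cut at about 24% in these data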;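 note: plate controls were DMSO alone for no effect and ferristatin control at 100 nM for full effect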
An asterisk follows results filed as active; . = no result given.

Sample of the layout (6 entries):
SMILES	PP5 inh	core dimer inh	EBNA-1 inhibitor	ZTA DNA inh	PREPL inh	Efflux pump mplx	PP1 counter	Fh CTSL1 inh	TPT1 inhibitor
C#CCOCCOCCOCCNc1nc(N2CCN(C(=O)CCCCCCCCCCNC(=O)[C@@H](CCSC)n3cc(CCO)nn3)CC2)nc(N2CCN(C(=O)CCCCCCCCCCNC(=O)[C@H](CCC(=O)O)n3cc(CCCCCN)nn3)CC2)n1	2.9	-9	6	-12	3	0.1	18*	-2	-1
Cc1c(C(=O)N/N=C/c2ccc(N3CCOCC3)cc2)nc2ccccn12	-0.2	0	6	23	3	-0.1	-3	-1	0
Cc1ccc(S(=O)(=O)N(CC(=O)NC2CCCC2)c2cccc(C)c2)cc1	-1.3	1	8	-3	1	0.4	-1	-1	-1
Cc1noc(C)c1CSc1nc2ccccc2c(=O)n1-c1ccc(Cl)cc1	5.0	7	0	-15	13	-0.1	12	3	-1
Cc1cc(C)c2c(n1)SCC(=O)N2CC(=O)Nc1ccc(F)cc1	0.8	2	5	-13	-4	-0.2	-2	-4	-2
Cc1sc2nc(C3CC3)nc(N3CCN(C(=O)c4ccc(Cl)cc4)CC3)c2c1C	2.8	4	-10	-4	11	0.6	5	5	-1

The whole of this part, from the start:
SMILES	PP5 inh	core dimer inh	EBNA-1 inhibitor	ZTA DNA inh	PREPL inh	Efflux pump mplx	PP1 counter	Fh CTSL1 inh	TPT1 inhibitor
C#CCOCCOCCOCCNc1nc(N2CCN(C(=O)CCCCCCCCCCNC(=O)[C@@H](CCSC)n3cc(CCO)nn3)CC2)nc(N2CCN(C(=O)CCCCCCCCCCNC(=O)[C@H](CCC(=O)O)n3cc(CCCCCN)nn3)CC2)n1	2.9	-9	6	-12	3	0.1	18*	-2	-1
Cc1c(C(=O)N/N=C/c2ccc(N3CCOCC3)cc2)nc2ccccn12	-0.2	0	6	23	3	-0.1	-3	-1	0
Cc1ccc(S(=O)(=O)N(CC(=O)NC2CCCC2)c2cccc(C)c2)cc1	-1.3	1	8	-3	1	0.4	-1	-1	-1
Cc1noc(C)c1CSc1nc2ccccc2c(=O)n1-c1ccc(Cl)cc1	5.0	7	0	-15	13	-0.1	12	3	-1
Cc1cc(C)c2c(n1)SCC(=O)N2CC(=O)Nc1ccc(F)cc1	0.8	2	5	-13	-4	-0.2	-2	-4	-2
Cc1sc2nc(C3CC3)nc(N3CCN(C(=O)c4ccc(Cl)cc4)CC3)c2c1C	2.8	4	-10	-4	11	0.6	5	5	-1
CC(C)OC(=O)NCCOC(=O)Nc1ccc(Cl)c(Cl)c1	4.4	-8	0	0	20	-0.1	2	3	3
C(=N/Nc1nccs1)/c1cccnc1	3.3	-3	-23	12	-2	0.1	2	0	1
CCOc1ccc(S(=O)(=O)Oc2ccc3ccccc3c2)cc1	2.4	0	-1	-12	-25	2.5	-1	-4	0
Cc1cc[n+](CCC(=O)O)c2ccccc12	-0.1	-12	13	17	6	-0.3	-2	1	-2
CCN1CCN(CCCNC(=O)CS(=O)(=O)Cc2nc(-c3ccccc3C)oc2C)CC1	0.7	-23	-6	-3	17	-0.1	-3	8	0
CCOc1ccccc1-n1nnnc1SCC(=O)NC(=O)NCc1ccco1	0.9	57*	-8	-15	-9	-0.3	8	2	1
Cc1cc(C(=O)OCC(=O)NCc2ccco2)c(C)n1-c1ccc(F)cc1	-1.7	13	-9	-5	-3	0.1	0	2	3
Cc1cc(C)c(C(=O)COC(=O)C2CCN(c3ccc(C(F)(F)F)cn3)CC2)cc1C	0.2	-4	-8	-15	-5	-0.1	-4	-4	2
O=C(c1cc2nc(-c3ccco3)cc(C(F)(F)F)n2n1)N1CCCCCC1	0.4	-1	6	-1	-2	0.0	-5	3	-2
Cc1cc(C(=O)OCC(=O)Nc2cc(S(=O)(=O)N(C)C)ccc2C)c(C)o1	-0.3	1	1	13	1	0.1	3	-9	-2
COc1ccccc1NC(=O)c1ccc(NC(=O)CSc2nc(N)cc(=O)[nH]2)cc1	-1.1	.	.	-7	-3	-0.1	-4	.	.
C=CCN(CC=C)C(=O)c1cccc(OC2CCN(S(=O)(=O)N(C)C)CC2)c1	0.3	2	-10	-14	9	0.0	1	6	-3
CCOCCCNC(=O)C1CCC(CNS(=O)(=O)c2ccc(Cl)cc2)CC1 (centres undefined)	1.7	-5	9	-4	5	0.0	-2	-4	1
CCN(CC)S(=O)(=O)c1ccc(N2CCCC2)c(NC(=O)c2ccc(N3CCCC3=O)cc2)c1	0.4	2	3	-4	-9	0.0	-1	3	-1
CCCCc1cc(=O)oc2cc(C)cc(OC(C)C(=O)O)c12 (centres undefined)	3.6	-4	-4	9	6	0.5	-2	-1	-2
COc1ccc(S(=O)(=O)N2CCOCC2)cc1NC(=O)CN1CCCCCC1	1.6	-1	0	-3	7	-0.1	-1	3	-2
COc1cc(OC)c(NC(=O)CCNS(=O)(=O)c2cc(Br)cnc2N)cc1Cl	4.9	6	-15	-5	3	0.0	-3	-3	-2
NC[C@@H]1O[C@H](O[C@H]2[C@@H](O)[C@H](O[C@@H]3[C@@H](O)[C@H](N)C[C@H](N)[C@H]3O[C@H]3O[C@H](CO)[C@@H](O)[C@H](O)[C@H]3N)O[C@@H]2CO)[C@H](N)[C@@H](O)[C@@H]1O	0.4	-10	-1	6	7	0.1	-1	1	-1
CN1/C(=C/C(=O)C2CC2)C(C)(C)c2ccccc21	0.3	-3	-6	3	9	0.0	-2	-2	-1
O=[N+]([O-])c1ccc(N/N=C2/CCCCC2c2ccccn2)c([N+](=O)[O-])c1 (centres undefined)	0.5	29	6	6	38	0.0	-1	2	1
CC(NC(=O)C1C2C=CC(C2)C1C(=O)O)c1ccccc1 (centres undefined)	2.9	-5	-5	2	-1	0.0	3	1	-2
Nc1nnc(SCC(=O)Nc2ccccc2N2CCOCC2)s1	-0.3	-5	4	13	-1	-0.1	-2	0	-2
CC(=O)Oc1ccc(C2C3=C(CC(C)(C)CC3=O)Nc3cc4c(cc32)OCCO4)cc1 (centres undefined)	0.1	1	3	-7	6	-0.2	-4	-4	0
COCCCNC(=O)CCc1nc(-c2ccccc2Cl)no1	1.5	-13	-4	-4	-2	0.0	-3	-5	2
Nc1nc(-c2nonc2N)no1	-3.0	0	-6	3	0	0.1	-4	2	-1
COc1ccc2c(c1)C1NC(=S)NC(C)(O2)C1C(=O)Nc1ccc(C)cc1C (centres undefined)	0.1	4	21	11	-6	0.0	-4	1	-2
CCOC(=O)c1c(C)oc2cc(Sc3ccccc3)c(O)c(O)c12	0.6	3	3	13	21	0.0	0	6	0
COc1cc(/C=N\Nc2nc3ccccc3[nH]2)cc(OC)c1OC	1.5	-28	5	4	43*	-0.1	2	1	-2
CCN(CC)CCn1c2c(c(SCC(=O)Nc3cccc4ccccc34)nc1=O)CCCC2	2.6	-3	-13	-17	18	0.0	-3	2	3
C=CCNC(=O)c1ccccc1NC(=O)C1CCN(S(=O)(=O)c2ccc(SC)cc2)CC1	0.5	-2	-7	0	5	0.1	0	0	2
Cn1cc(C(=O)NC2C3CC4CC(C3)CC2C4)cn1 (centres undefined)	3.1	-4	-5	5	0	-0.1	-1	0	3
CCOc1ccc(NC(=O)CN(C)CC(=O)Nc2ccccc2SC)cc1OCC	0.1	-4	6	7	3	0.2	-3	-2	-1
CCC1(c2ccccc2)C(=O)N(C(=O)OC(C)(C)C)N1C(=O)OC(C)(C)C (centres undefined)	1.5	10	3	3	-5	.	8	3	-4
CC(C)c1ccc(S(=O)(=O)c2nnn3c2nc(N2CCCCC2)c2ccccc23)cc1	-1.3	21	-4	-8	-2	0.1	-3	-6	-3
COCCOC(=O)C1=C(C)NC2=C(C(=O)CC(c3cccs3)C2)C1c1ccsc1 (centres undefined)	-5.5	4	-11	-7	34	0.0	-7	2	2
CC(=O)c1c(C)[nH]c(C(=O)COc2ccc3ccc(=O)oc3c2)c1C	-0.3	-5	-18	-10	-5	0.1	0	-6	0
O=c1[nH]c2cc3c(cc2cc1CN(Cc1ccco1)C(=S)NCC1CCCO1)OCCO3 (centres undefined)	1.0	8	1	-8	9	-0.2	-2	5	-3
Cc1cc2occ(CC(=O)N(C)CC(=O)Nc3ccccc3Br)c2cc1C	3.0	2	2	-8	-15	0.0	-5	-2	-3

An excerpt (hit frequency here may not be typical).
